Source: PubChem BioAssay
Bim-Bcl-B – inhibitors of Bim-Bcl-B binding, primary screen, biochemical, multiplexed, human Bcl-2 family; bead-based flow cytometry, Bim peptide-Bcl-B binding; inhibition, % at 10 µM; hit rate 0.073% among 190,000;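 further: 0% = tracer peptide without compound and 100% = reference inhibitor peptide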
Target sequence (Q9HD36 whole entry, looked up): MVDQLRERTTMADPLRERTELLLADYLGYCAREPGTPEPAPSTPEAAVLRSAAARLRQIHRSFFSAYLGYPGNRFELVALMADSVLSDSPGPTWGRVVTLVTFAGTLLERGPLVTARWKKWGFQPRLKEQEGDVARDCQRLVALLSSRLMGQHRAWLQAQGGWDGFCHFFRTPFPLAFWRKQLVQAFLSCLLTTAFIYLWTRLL
Bim-Bcl-2 – inhibitors of Bim-Bcl-2 binding, primary screen, biochemical, multiplexed, human Bcl-2 family. AID 950, 2007. Apoptosis regulator Bcl-2 (Homo sapiens), P10415. inhibition, % at 10 µM. hit rate 0.06% among 190,000. Bead-based flow cytometry, Bim peptide-Bcl-2 binding; in the data active means inhibition above about 40%; inconclusive means no clear call, values can overlap the other calls;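 further: 0% = no compound wells with probe peptide and 100% = reference peptide inhibitor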
Rab7 wt GTP bind – modulators of GTP binding to Rab7, primary screen, biochemical, wildtype, multiplex bead flow cytometry; Rab7 GTPase wild type (dog), Bodipy-FL-GTP binding; GST-Rab7 beads, fluorescent GTP binding; actives lie on both sides; untreated = 100%, excess cold GTP = 0%; GTP binding activity (percent of control), % at 10 µM; hit rate 0.055% among 190,000;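 active means fluorescent GTP binding to Rab7 beads changed by at least 20 points from the 100% baseline, either direction, mostly lower; inconclusive means compound itself probably fluorescent, or too few beads counted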;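 further: median green fluorescence of bound Bodipy-FL-GTP per Rab7 bead population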
Rab2A wt mod – modulators of GTP binding to Rab2A wildtype, primary screen, biochemical, dog, bead-based flow cytometry, multiplex; GST-Rab2 wt beads, Bodipy-GTP binding; GTP binding activity, % at 10 µM; hit rate 0.19% among 190,000; AID 760, 2007;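 active means GTP binding activity at least 20 points away from 100%, either lowered or raised; inconclusive means signal likely due to the compound's own green fluorescence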;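 further: 0% = beads with excess unlabeled GTP and 100% = no-compound control corrected for plate trend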
Cdc42 wt GTP – modulators of GTP binding to wildtype Cdc42, primary screen, biochemical, multiplex bead flow cytometry, Bodipy-GTP; hit rate 0.2% among 190,000; GST-Cdc42 beads; actives lie on both sides; percent activity (GTP binding), % at 10 µM; Cell division control protein 42 homolog (Homo sapiens), P60953;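 active means percent activity GTP binding at least 20 points away from the 100% baseline, either down as inhibitor or up as activator; inconclusive means compound flagged as likely green fluorescent from well-wide comparison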;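 further: median bead fluorescence of bound Bodipy-FL-GTP at 100 nM; 0% = excess unlabeled GTP control and 100% = no compound control; below 100% means less GTP binding so inhibitor and above means activator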
Target sequence (P60953 whole entry, looked up): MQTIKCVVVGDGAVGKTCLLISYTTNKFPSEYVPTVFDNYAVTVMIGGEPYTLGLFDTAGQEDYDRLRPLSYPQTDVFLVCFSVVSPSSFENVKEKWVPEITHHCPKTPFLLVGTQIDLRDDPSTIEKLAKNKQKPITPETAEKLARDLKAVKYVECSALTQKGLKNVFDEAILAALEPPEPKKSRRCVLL
Bfl-1 Bim block – inhibitors of Bim binding to Bfl-1, primary screen, biochemical, multiplexed, bead-based flow cytometry. AID 1008, 2008. inhibition, % at 10 µM. hit rate 0.12% among 190,000. Bim-Bfl-1 binding inhibition;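 further: 0% = wells without compound plus tracer and 100% = blocker peptide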
Rac1 wt modul – wildtype Rac1 GTP binding modulators, primary screen, biochemical, GST-Rac1 beads, flow cytometry, multiplex | fluorescent GTP binding; actives lie on both sides; 0 = cold GTP competed, 100 = untreated | AID 757, 2007 | Ras-related C3 botulinum toxin substrate 1 (Homo sapiens), P63000 | GTP binding activity (% of control), % at 10 µM | hit rate 0.27% among 190,000;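 active means GTP binding activity at least 20 points away from the 100% control level, either lower or higher; inconclusive means compound flagged as likely green fluorescent, judged across all proteins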
Bim-Bcl-W – inhibitors of Bim binding to Bcl-W, primary screen, biochemical, multiplexed, bead-based flow cytometry; inhibition, % at 10 µM; Bcl-2-like protein 2 (Homo sapiens), Q92843; Bim peptide-Bcl-W binding; AID 952, 2007; hit rate 0.02% among 190,000;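 further: 0% = bound tracer without compound and 100% = peptide blocker; higher means less fluorescent Bim peptide bound to Bcl-W beads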
Target sequence (Q92843 whole entry, looked up): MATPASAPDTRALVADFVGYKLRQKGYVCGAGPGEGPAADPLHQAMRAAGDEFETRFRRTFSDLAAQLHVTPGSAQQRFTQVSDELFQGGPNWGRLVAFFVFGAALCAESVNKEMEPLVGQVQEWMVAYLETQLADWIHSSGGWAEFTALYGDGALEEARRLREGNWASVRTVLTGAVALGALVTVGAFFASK
Bim-Bcl-XL – inhibitors of Bim-Bcl-XL binding, primary screen, biochemical, multiplexed, bead flow cytometry, human Bcl-XL | Bcl-2-like protein 1 (Homo sapiens), Q07817 | Bim peptide-Bcl-XL binding, fluorescence | inhibition, % at 10 µM | hit rate 0.04% among 190,000
Target sequence (Q07817 whole entry, looked up): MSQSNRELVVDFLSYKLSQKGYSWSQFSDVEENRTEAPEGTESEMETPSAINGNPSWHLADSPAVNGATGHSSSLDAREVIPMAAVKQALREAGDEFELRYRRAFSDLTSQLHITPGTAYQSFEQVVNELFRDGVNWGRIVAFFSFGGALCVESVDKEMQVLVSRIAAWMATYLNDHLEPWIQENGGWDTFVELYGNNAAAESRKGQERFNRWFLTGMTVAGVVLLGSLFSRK
HRas wt GTP – modulators of GTP binding to HRas wildtype, primary screen, biochemical, bead-based flow cytometry, multiplex | GTPase HRas (Homo sapiens), P01112 | GST-Ras wt beads, Bodipy-FL-GTP binding; actives lie on both sides | GTP binding activity, % at 10 µM | hit rate 0.14% among 190,000 | AID 759, 2007;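 active means GTP binding activity at least 20% away from the 100% baseline, either lowered as inhibitor or raised as activator; inconclusive means flagged as likely green fluorescent, judged across all proteins in the well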;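 further: 0% = unlabeled GTP competition control and 100% = no-compound control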
Target sequence (P01112 whole entry, looked up): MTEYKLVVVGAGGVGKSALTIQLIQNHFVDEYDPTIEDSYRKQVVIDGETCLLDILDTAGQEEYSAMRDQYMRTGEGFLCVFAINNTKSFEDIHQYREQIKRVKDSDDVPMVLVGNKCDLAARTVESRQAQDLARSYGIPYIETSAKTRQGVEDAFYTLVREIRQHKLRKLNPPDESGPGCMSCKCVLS
Rac1 mut GTP – GTP binding modulators of activated mutant Rac1, primary screen, biochemical, bead-based flow cytometry, multiplex, fluorescent GTP; GST-Rac1 activated beads; actives lie on both sides; 100% means binding = to untreated wells; percent activity (GTP binding), % at 10 µM; hit rate 0.11% among 190,000; AID 764, 2007;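 active means GTP binding at least 20 percentage points away from the 100% baseline, in either direction, so actives lie on both sides; inconclusive means Compound likely fluorescent itself, or too few beads counted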
Numbers without * were called inactive; ? = inconclusive; & = joins results of further samples. Unless noted, no stated cut-off is given here; in the data, active means inhibition above about 40%.

SMILES	Bim-Bcl-B	Bim-Bcl-2	Rab7 wt GTP bind	Rab2A wt mod	Cdc42 wt GTP	Bfl-1 Bim block	Rac1 wt modul	Bim-Bcl-W	Bim-Bcl-XL	HRas wt GTP	Rac1 mut GTP
Cc1nc2ccccc2nc1OCc1ccc([N+](=O)[O-])cc1	-2	0	103	97	92	-4	98	-2	-2	95	94
Cc1cccc(OCC(=O)Nc2nonc2NC(=O)COc2cccc(C)c2)c1	-5	11	100	98	99	2	98	-4	-3	98	98
CC(=O)N=c1sc2c3ccccc3ccc2n1C	3	0	96	96	94	0	97	3	1	96	95
COc1ccc(-c2nnco2)cc1OC	-8	-6	100	101	103	-13	103	-3	-19	101	99
Cc1[nH]c2ccccc2c1/C=N/NC(=O)c1cc(-c2cccs2)[nH]n1	-4	-2	97	94	93	0	93	-2	-1	95	97
CN(C)CCn1nnc2c(=O)oc3ccccc3c21	-2	0	95	98	102	-8	103	-2	-3	97	98
CCNC(=O)C(=O)c1c(-c2ccccc2)[nH]c2ccccc12	-2	-1	102	101	99	2	102	0	1	100	95
O=C(NCCOc1ccccc1)c1ccc2c(c1)OCO2	0	-2	101	102	107	0	107	0	-1	105	102
Cc1c(C)n(C(=O)CSc2nncn2C)c2ccccc12	-10	-6	99	99	101	-9	109	-2	-3	101	102
COc1ccc2cc(-c3csc(-c4cccnc4)n3)ccc2c1	-8	-8	102	102	105	-9	107	0	-5	100	101
Cc1cc(C)cc(NC(=S)NCCCN2CCOCC2)c1	-5	0	97	96	103	0	103	-1	-2	97	101
CCN(CC(=O)Nc1ccc2c(c1)OCCO2)CC(=O)Nc1cc(C)on1	0	0	102	103	105	0	106	0	0	103	99
CCOC(=O)N/N=C/c1cn(Cc2ccc(Cl)cc2)c2ccccc12	-3	0	100	99	103	2	104	-1	0	102	101
Cc1nc2c(C)cccc2cc1C(=O)N/N=C/c1ccc(C(=O)O)cc1	0	-1	96	90	87	-2	92	0	0	89	91
O=C(CCC1CCCC1)N1CCN(C(=O)c2ccco2)CC1	-1	1	97	100	103	-1	98	0	-2	101	94
O=C(O)c1ccc2c(c1)nnn2C1CCCCC1	-1	-3	99	97	98	-7	95	1	-1	98	95
Cc1nc2ccccc2c(=O)n1NC(=O)/C=C/c1ccccc1Cl	-6	-3	97	100	98	-2	101	-2	-6	100	98
OCc1cn(-c2ccc(Cl)cc2)nn1	-4	-5	95	98	98	-5	100	-2	-5	97	95
O=C(Nc1nncs1)C1COc2ccccc2O1 (stereo not given)	-5	-4	97	98	98	-3	97	-3	-2	100	98
O=C(O)C1CC(=O)N(Cc2ccccc2)C1 (stereo not given)	-5	-4	102	104	104	-7	109	1	-1	103	102
CCN(CC)CCN(C(=O)c1ccc(S(=O)(=O)N2CCCCC2)cc1)c1nc2cc3c(cc2s1)OCO3	-7	-4	102	96	94	-1	97	-5	-10	98	94
Nc1cc(N)nc(SCC(=O)Nc2ccc3c(c2)OCCCO3)n1	-8	-4	98	102	100	-1	99	-5	-2	97	97
O=c1oc(-c2ccccc2)nc2ccsc12	-7	-7	99	98	101	-10	101	3	2	101	100
CCN1CCCC1CN(Cc1cc2ccc(C)c(C)c2[nH]c1=O)C(=O)Nc1ccccc1OC (stereo not given)	-9	-2	102	101	104	-27	101	-3	-9	101	98
CCSc1nnc(Cc2cc(=O)[nH]c(=O)[nH]2)n1-c1ccc(F)cc1	-6	-5	?	?	?	-9	?	0	-2	?	?
CCOc1ccc(N2C(=O)C3C4C=CC(CC4)C3C2=O)c([N+](=O)[O-])c1 (stereo not given)	-1	-3	100	99	103	5	101	0	0	101	100
O=C(OCCN1CCOCC1)c1cccnc1	-9&-11	-7&-9	99&102	98&103	97&104	-7&-17	95&108	1&0	-17&-5	99&103	97&99
O=C(O)c1cccc(N2C(=O)c3cccc(Oc4ccc(Cl)cc4)c3C2=O)c1	-3	-1	99	96	100	-15	102	-3	-2	99	99
CN(C)S(=O)(=O)c1ccc(-c2csnn2)s1	-9	-10	100	100	102	-12	101	0	-3	100	100
Cc1ccc(N(CC(O)Cn2c3ccccc3c3ccccc32)S(C)(=O)=O)cc1 (stereo not given)	-7	-14	100	101	103	-12	104	2	-7	101	100
CN(C(=O)c1ccncc1)C1CCS(=O)(=O)C1 (stereo not given)	0	-1	101	103	102	-7	103	-1	-3	102	99
CSCCC(NC(=O)c1ccc([N+](=O)[O-])cc1Cl)C(=O)OCC(=O)N(C)C (stereo not given)	-3	-8	101	100	101	-12	104	-1	-5	100	100
O=C(O)c1ccc2oc(SCC(=O)N3CCCCC3)nc2c1	-2	1	103	104	106	-7	104	0	-1	106	100
CCOc1ccccc1NC(=O)C1CCN(c2ccc(S(=O)(=O)N3CCCC3)cc2)CC1	-1	-2	93	101	105	0	103	2	-2	102	99
Cc1ccc(C2CC(c3cccc(NS(C)(=O)=O)c3)=NN2S(C)(=O)=O)cc1 (stereo not given)	-6	0	98	98	101	-3	103	-1	0	100	97
COC(=O)c1ccc(C(=O)OC)c(-n2c(=O)c3ccccc3c3ccccc3c2=O)c1	-5	0	98	97	98	-4	101	2	-1	98	98
CCCC(=O)n1nc(-c2ccccc2)nc1N	-3	-1	100	100	102	-3	103	-4	-6	102	101
COc1ccc(-n2c(COc3ccc4ccccc4c3)nnc2SCC(=O)NCc2ccco2)cc1	-4	-1	100	99	102	-11	102	0	0	100	99
S=C(Nc1ccc2c(c1)OCO2)N1CCCC1	3	1	104	97	90	3	92	-4	-5	94	90
Cc1ccc(C(=O)COC(=O)c2cnccn2)cc1[N+](=O)[O-]	-1	0	97	93	93	-2	90	-3	-2	94	95
FC(F)(F)c1cccc(Oc2cc(C(F)(F)F)nc(-c3ccccn3)n2)c1	-7	-9	97	98	101	-15	101	-1	-7	98	99
COc1ccc(CCCC(=O)NC2CCCCC2)cc1	-8	-9	103	101	101	-10	100	1	-2	100	98
O=C(Cc1csc(-c2ccccc2)n1)Nc1ccc(C(F)(F)F)cc1	-8	-3	97	98	96	-3	103	-3	-5	98	98
COc1ccc(NC(=S)N2CCCC(c3nc4ccc(C)cc4[nH]3)C2)cc1 (stereo not given)	-5	2	96	96	95	-3	102	2	0	95	94
COc1cc(/C=C2/SC(=S)N(CC(=O)Nc3cccnc3)C2=O)cc(OC)c1OC	-10	3	96	98	99	3	103	1	1	99	100
O=C(CN1CCOCC1)NC1C2CC3CC(C2)CC1C3 (stereo not given)	-9	-12	102	104	107	-24	108	-4	-9	103	100
CCn1nnnc1SCC(=O)NNC(=O)C1CCCCC1	-10	-11	94	93	94	-15	91	-1	8	95	92
Fc1ccc(-c2nc3c(-c4ccccc4)cnn3cc2CCN2CCOCC2)cc1	-4	-6	95	98	96	-4	96	-1	0	95	94
N=c1c2c(-c3ccccc3)c(-c3ccccc3)n(Cc3ccco3)c2ncn1Cc1ccco1	-2	0	?	?	?	-1	?	-1	-2	?	?
COCCn1c(SCC(=O)NCCc2ccccc2)nnc1-c1ccco1	-7	-7	99	101	102	-12	102	0	-18	100	99
CCc1nnc(NC(=O)c2ccc(-c3ccc([N+](=O)[O-])cc3Cl)o2)s1	1	-3	103	99	97	-3	99	-1	-1	96	94
Cc1ccc(NC(=O)c2ccc(CSc3ncnc4nc[nH]c34)cc2)c(C)c1	-2	-1	99	101	103	1	102	-2	-2	104	98
CCc1cccc(NC(=O)CCCSc2nc3ccccc3[nH]2)c1	-10	2	101	99	93	3	96	3	0	99	99
O=C1c2oc3ccccc3c(=O)c2C(c2cccc(Br)c2)N1Cc1ccco1 (stereo not given)	1	-1	103	102	100	-2	100	0	-3	104	98
CCOP(=O)(OCC)c1nc(-c2ccccc2)oc1NCc1ccccc1	-6	-1	102	100	101	-1	103	-3	-3	101	100
C(=N\Nc1nc(N2CCCC2)nc(N2CCCC2)n1)/c1ccncc1	0	1	95	95	96	0	98	-4	-2	96	96
COc1ccccc1NC(=O)C(=O)N1N=C(C(C)C)CC1(O)C(F)(F)F (stereo not given)	-3	-3	98	97	98	-11	101	7	21	100	96
Nc1nnc(CC(=O)NCc2ccccc2)s1	-13	-10	97	102	104	-12	105	0	-7	102	101
O=C(Nc1cccs1)Nc1ccccc1Br	-4	-4	96	95	97	-3	103	-1	1	98	101
O=C(CCCSc1nc2ccccc2[nH]1)N1CCN(c2ccccc2)CC1	-4	-8	101	102	102	-9	105	0	-6	102	101
Continuation:
SMILES	Bim-Bcl-B	Bim-Bcl-2	Rab7 wt GTP bind	Rab2A wt mod	Cdc42 wt GTP	Bfl-1 Bim block	Rac1 wt modul	Bim-Bcl-W	Bim-Bcl-XL	HRas wt GTP	Rac1 mut GTP
Cn1c(C(=O)OC(C(=O)NC2CCCCC2)c2ccncc2)cc2sccc21 (stereo not given)	-12	-4	100	99	100	-10	101	1	-2	100	99
COc1cccc(C(c2c(C)[nH]n(-c3ccccc3)c2=O)c2c(C)[nH]n(-c3ccccc3)c2=O)c1OC	-6	-8	103	100	100	-14	99	-6	-8	101	99
CCCNC(=O)NC(C)C12CC3CC(CC(C3)C1)C2 (stereo not given)	-3	-3	101	96	99	-14	102	1	-1	99	96
O=[N+]([O-])c1ccc(NC(=S)NCCc2ccc(F)cc2)cc1	-45	-14	99	97	102	-10	102	-15	-20	99	96
Cc1ccc(SCc2nnc(NC(=O)c3ccccc3)s2)cc1	0	0	101	99	101	0	102	-6	-4	102	98
FC(F)(F)c1nc2ncc(Cl)cc2[nH]1	-9	-4	100	100	108	-15	112	0	-5	102	101
Cc1ccc(C(=O)NNC(=S)NC(=O)c2ccco2)cc1	-22	-1	91	95	99	-2	93	-1	-5	94	93
CC(=O)c1ccc(-c2ccc(C(=O)NC3CCCCCC3)o2)cc1	-7	3	98	92	93	-2	95	0	-3	95	94
Cc1cnc([N+](=O)[O-])n1CCOC(=O)NC(=O)c1cccc(F)c1	0	3	97	97	93	0	95	-1	0	94	93
